RGS4 inh – Inhibitors of Regulator of G Protein Signaling (RGS) 4: qHTS. Regulator of G-protein signaling 4 (Homo sapiens), P49798. Transcreener GDP fluorescence polarization, RGS4-accelerated GTP hydrolysis. Potency, µM (top dose mostly 114 µM), without a hit: at the highest dose activity change, negative = inhibition, usual class: inhibitors. 390,000 tested, 0.039% active; note: % is set by controls: 0 for no effect and ±100 for the full control effect; nearly all actives have a fitted effect of over 75% in size; some results filed as inactive show a strong effect at the top dose
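MLSMR compounds (23 nl, pin-transferred) preincubated 10 min at room temperature with a 500nM (2x) first reagent, then RGS4 at 900nM (2x) plus Transcreener GDP mix added; fluorescence polarization (620/688 nm) read before and after 90 min at 30 °C.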
IDH1 R132H inh – qHTS for Inhibitors of mutant isocitrate dehydrogenase 1 (IDH1): qHTS; IDH1-R132H enzyme, NADPH consumption, diaphorase/resazurin fluorescence; AID 602179, 2012; 390,000 tested, 0.093% active; Isocitrate dehydrogenase [NADP] cytoplasmic (Homo sapiens), O75874; Potency, µM (top dose mostly 76.6 µM), inactives show at the highest dose activity change, negative = inhibition, usual class: inhibitors; note: % is set by controls: 0 for no effect and ±100 for the full control effect; nearly all actives have a fitted effect of over 65% in size
Target sequence (O75874 whole entry R132H, stated change not applied): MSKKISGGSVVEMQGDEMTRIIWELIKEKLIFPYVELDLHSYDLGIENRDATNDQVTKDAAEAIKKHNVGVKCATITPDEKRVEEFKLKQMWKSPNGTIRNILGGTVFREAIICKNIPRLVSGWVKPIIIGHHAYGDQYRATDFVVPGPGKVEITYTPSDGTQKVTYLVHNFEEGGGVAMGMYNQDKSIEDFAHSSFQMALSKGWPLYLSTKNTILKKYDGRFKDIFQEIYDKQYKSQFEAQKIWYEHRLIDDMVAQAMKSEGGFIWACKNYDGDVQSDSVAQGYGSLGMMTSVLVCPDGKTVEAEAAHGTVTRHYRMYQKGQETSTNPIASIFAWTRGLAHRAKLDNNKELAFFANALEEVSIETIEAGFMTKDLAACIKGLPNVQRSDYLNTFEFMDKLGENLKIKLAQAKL
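IDH1-R132H (0.5 ug/mL) preincubated 30 min with compound, then NADPH (0.016 mM) and alpha-KG (2 mM) added; 80 min at RT, pH 7.5. Remaining NADPH coupled via diaphorase/resazurin to fluorescence (540/590 nm); concentration-response curves normalized to no-enzyme control.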
Vif-A3G inh – qHTS for Inhibitors of Vif-A3G Interactions: qHTS. 410,000 tested, 0.076% active. Potency, µM (titrated, usually from 46.1 µM), without a hit: top-dose activity, negative = active, most hits filed as inhibitors. DNA dC->dU-editing enzyme APOBEC-3G (Homo sapiens), Q9HC16. HeLa A3G-eYFP + Vif (tagged APOBEC3G with the HIV-1 protein that degrades it), YFP fluorescence, overnight. AID 602310, 2012;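 note: % is set by controls: 0 for no effect and ±100 for the full control effect; nearly all actives have a fitted effect of over 60% in size; hits raise eYFP signal because A3G escapes Vif-driven loss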
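HeLa cells stably expressing Vif and C-terminally eYFP-tagged A3G, seeded overnight at 37 deg C, then exposed to compound by pintool overnight at 37 deg C. Rise in yellow fluorescence (Ex 488/Em 500-530, Acumen) marks blocked Vif-driven A3G degradation.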
TrxR1 inh – qHTS Assay for Inhibitors of Mammalian Selenoprotein Thioredoxin Reductase 1 (TrxR1): qHTS; Potency, µM (highest dose often 114 µM), for the others: at the top dose activity change, negative = inhibition, usual class: inhibitors; 390,000 tested, 1% active; AID 588453, 2011; Thioredoxin reductase 1, cytoplasmic (Rattus norvegicus), O89049; recombinant rTrxR1, NADPH fluorescence consumption, selenite substrate; note: % is set by controls: 0 for no effect and ±100 for the full control effect; nearly all actives have a fitted effect of over 65% in size
Target sequence (O89049 whole entry, looked up): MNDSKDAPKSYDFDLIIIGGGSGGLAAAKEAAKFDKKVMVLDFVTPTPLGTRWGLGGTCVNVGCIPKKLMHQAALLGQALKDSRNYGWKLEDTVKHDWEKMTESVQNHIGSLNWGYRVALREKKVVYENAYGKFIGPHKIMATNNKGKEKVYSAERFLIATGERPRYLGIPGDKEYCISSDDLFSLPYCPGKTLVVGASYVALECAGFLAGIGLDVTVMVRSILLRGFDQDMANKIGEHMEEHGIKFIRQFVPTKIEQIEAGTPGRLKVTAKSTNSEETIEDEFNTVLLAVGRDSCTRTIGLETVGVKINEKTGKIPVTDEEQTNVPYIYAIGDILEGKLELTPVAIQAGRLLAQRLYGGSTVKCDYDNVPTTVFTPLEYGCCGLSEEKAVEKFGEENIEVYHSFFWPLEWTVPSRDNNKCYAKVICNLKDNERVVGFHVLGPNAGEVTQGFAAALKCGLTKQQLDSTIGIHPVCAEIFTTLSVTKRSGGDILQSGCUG
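Rat TrxR1 (90 nM in the dispensed reagent) was pre-reduced with 400 uM NADPH for 5 min at room temperature, then incubated with compound for 15 min. After 400 uM selenite was added, NADPH fluorescence (Ex 340/Em 450 nm) was followed for 8 min.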
12-LOX inh – Primary qHTS assay for inhibitors of human arachidonate 12S-lipoxygenase (ALOX12): Round 2; Polyunsaturated fatty acid lipoxygenase ALOX12 (Homo sapiens), P18054; purified 12hLO, xylenol orange hydroperoxide absorbance; Potency, µM (titrated, usually from 108 µM), for the others: at the top dose activity change, negative = inhibition, usual class: inhibitors; 580,000 tested, 1.1% active; AID 1671190, 2021; note: % is set by controls: 0 for no effect and ±100 for the full control effect
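Purified human 12hLO at 150 nM in 25 mM Hepes, 0.01% Triton X-100, pH 7.0, preincubated 15 min at room temperature with compound. Reaction started with 40 uM arachidonic acid, 30 min at room temperature. Hydroperoxide measured by Fe-xylenol orange, 573/405 nm absorbance ratio.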
TrxR1 substrate – qHTS Assay for Substrates of Mammalian Selenoprotein Thioredoxin Reductase 1 (TrxR1): qHTS. purified TrxR1 substrate turnover, NADPH consumption readout. Potency, µM (series often up to 114 µM), without a hit: at the highest dose activity change, negative = substrate turnover. 390,000 tested, 0.01% active. AID 588456, 2011; note: % is set by controls: 0 for no effect and ±100 for the full control effect; nearly all actives have a fitted effect of over 50% in size
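Rat TrxR1, dispensed at 90 nM, was prereduced with 400 uM NADPH (final) for 5 min at ~22 deg C, then incubated with compound 15 min before 400 uM selenite. A first-read NADPH fluorescence drop versus no-compound background flagged substrates.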
RXFP1 ag – qHTS Assay for Agonists of the Relaxin Receptor RXFP1; Relaxin receptor 1 (Homo sapiens), Q9HBX9; HEK293T-RXFP1 cAMP TR-FRET, 30 min; response scale: percent of porcine relaxin response, buffer zero; Potency, µM (doses to about 57.5 µM), inactives show at the highest dose activation, most hits filed as activators; 370,000 tested, 0.3% active; note: % is set by controls: 0 for no effect and ±100 for the full control effect; nearly all actives have a fitted effect of over 60% in size; many of its hits are not listed in these tables
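Agonist response is measured as cAMP accumulation in an RXFP1-transfected HEK293T line under PDE4 inhibition. Values are scaled between buffer-only and 29 nM porcine relaxin, and EC50s come from standard Hill equation fits.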
Vif-APOBEC3F blk – qHTS for Inhibitors of Vif-A3F Interactions: qHTS. 390,000 tested, 0.2% active. HeLa A3F-eYFP + Vif (tagged APOBEC3F with the HIV-1 protein that degrades it), YFP fluorescence increase. Potency, µM (top dose mostly 46.1 µM), without a hit: at the highest dose activity, negative = active; note: % of control where 0% means no effect; nearly all actives have a fitted effect of over 65% in size
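HeLa cells stably expressing A3F-eYFP plus Vif, plated and incubated overnight at 37 deg C, then exposed to compounds overnight at 37 deg C. Blocked degradation read as raised yellow fluorescence (Ex 488/Em 500-530).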
USP1-UAF1 inh – Inhibitors of USP1/UAF1: Primary Screen | Ubiquitin carboxyl-terminal hydrolase 1 (Homo sapiens), O94782 | recombinant USP1/UAF1, Ub-Rhodamine cleavage fluorescence | 390,000 tested, 0.23% active | Potency, µM (doses to about 57.1 µM), without a hit: at the top dose activity change, negative = inhibition, hits mostly inhibitors; note: % is set by controls: 0 for no effect and ±100 for the full control effect; nearly all actives have a fitted effect of over 60% in size; inactives centre near -12
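High-throughput fluorogenic screen: 1nM USP1/UAF1 complex, Ub-Rho substrate 150nM final, 50mM HEPES pH 7.8 with 0.5mM EDTA, 0.1 mg/ml BSA, 1mM TCEP and 0.01% Tween-20.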
The depositor's hits bear a star; ? = inconclusive; nt = not tested or not shown; & = joins results of further samples; [ ] = another dose, or the depositor's remark. Calls come from the whole dose curve; as a rule, active = well fitted curve in the direction sought with a large enough effect; inconclusive = small, poorly fitted or top-dose-only effect, or another doubt; inactive = no such curve, though single readings can be large; an effect the other way counts as inactive or inconclusive. Potency is the fitted concentration of half-maximal effect.

Compound	RGS4 inh	IDH1 R132H inh	Vif-A3G inh	TrxR1 inh	12-LOX inh	TrxR1 substrate	RXFP1 ag	Vif-APOBEC3F blk	USP1-UAF1 inh
COc1ccc(C(C)=O)cc1COC(=O)c1ccc(S(=O)(=O)N(C)C)cc1	-51%	4%	1%	45µM*	-13%	5%	-2.5%	3%	-17%
COc1ccc(C(CNC(=O)Cc2ccc3ccccc3c2)N(C)C)cc1 (stereo not given)	11%	2%	0%	17%[0.457 µM]	-10%	0%	3.0%	3%	-9%
CC(C)c1ccc(NS(=O)(=O)c2ccc(Cl)nc2)cc1	-38%	4%	-1%	10%[57.1 µM]	0%	5%[57.1 µM]	0.1%	-11%	-15%
Clc1ccc(/C=C\c2nccc3c2[nH]c2ccccc23)cc1	-44%	10%	-17%	49%[activator][57.1 µM]	0%	51%[activator][57.1 µM]	22%	?	-21%
CCOc1cc(C(=O)OCC(=O)Nc2ccc(F)cc2Cl)ccc1OCC(=O)N1CCOCC1	-28%	5%	2%	-7%	-16%	-9%	0.7%	-11%	-21%
CS(=O)(=O)N(CCC#N)Cc1ccco1	-2%	-5%	-4%	12%[57.1 µM]	-5%	10%[57.1 µM]	1.9%	-17%	-17%
COc1ccc(CCNC(=O)C2CC(=O)N(c3ccccc3)C2)cc1OC (stereo not given)	-23%	0%	-1%	2%	50%[activator]	4%	-0.6%	nt	-12%
Cc1cc(=O)[nH]c(SCC(=O)Nc2nc3c(s2)CCCC3)n1	-15%	3%	1%	-5%	-11%	0%	5.5%	-1%	-21%
CC(Sc1nnc(Cc2cccs2)n1C1CCCCC1)C(N)=O (stereo not given)	3%	-1%	0%	11%[57.1 µM]	-20%	5%[57.1 µM]	-2.1%	-9%	4%
COc1ccc(C(=O)Nc2ccc(Cl)cc2C(=O)NCCO)cc1	-5%	15%	-15%	-12%	-7%	2%	5.0%	-4%	?
Cc1ccc(NC(=O)c2cc(-c3cccs3)on2)cc1C	21%&12%	4%&0%	1%&3%	29%&1%	-2%&-8%	3%&-3%	5.2%&7.8%	-1%&1%	-6%&-1%
CCOc1ccc(C(=O)c2cn(CC(=O)Nc3ccc(OC)cc3)c3cc4c(cc3c2=O)OCCO4)cc1	9%	-4%	1%	-5%	-12%	-7%	?	-4%	-30%
O=C(NCc1nc2ccccc2[nH]1)C1=C[C@H](c2ccc(C(F)(F)F)cc2)C[C@H](OCCCCO)O1	-1%	-4%	-7%	1%	-1%	-15%	nt	1%	17%
O=C(CCCn1c(=O)oc2ccccc21)NNC(=O)COc1ccc(F)cc1	0%	-8%	6%	6%	5%	-3%	nt	-4%	-12%
Cc1ccc2c(c1)C(c1ccccc1)N(C(=O)c1ccc3c(c1)OCO3)CC(=O)N2 (stereo not given)	6%	0%	-19%	12%	70%[activator]	2%	2.6%	-5%	-18%
O=C(NCC1CCCO1)C1CCN(C2CCN(Cc3ccco3)CC2)CC1 (stereo not given)	13%	-16%	-11%	23%	2%	1%	-0.3%	24%	-7%
COc1ccc([C@@H]2[C@@H]3C(=O)N(C(C)(C)C)C(=O)[C@@H]3[C@]3(CC(C)C)C(=O)N(c4cccc(F)c4)C(=O)N23)cc1	-10%	-4%	-1%	10%[57.1 µM]	-1%	3%[57.1 µM]	0.1%	4%	-34%
COc1ccc(NC(=O)C(NC(=O)C2CCC(C)CC2)C(C)C)cc1 (stereo not given)	11%	-4%	4%	21%	-7%	9%[2.29 µM]	-0.7%	0%	-22%
Nc1nc(-c2cccc(Br)c2)cs1	-50%	-10%	-10%	14%	?	-3%[57.1 µM]	-0.6%	3%	-10%
Cc1cc(-c2nc(-c3ccc(C(C)(C)C)cc3)no2)no1	13%	-5%	5%	-16%	113%[activator]	-15%	0.0%	10%	5%

Retrieved by structure from above:
Compound	RGS4 inh	IDH1 R132H inh	Vif-A3G inh	TrxR1 inh	12-LOX inh	TrxR1 substrate	RXFP1 ag	Vif-APOBEC3F blk	USP1-UAF1 inh
Cc1ccc(NC(=O)c2cc(-c3cccs3)on2)cc1C	21%&12%	4%&0%	1%&3%	29%&1%	-2%&-8%	3%&-3%	5.2%&7.8%	-1%&1%	-6%&-1%
COc1ccc(C(CNC(=O)Cc2ccc3ccccc3c2)N(C)C)cc1 (stereo not given)	11%	2%	0%	17%[0.457 µM]	-10%	0%	3.0%	3%	-9%

Next section
Compound	RGS4 inh	IDH1 R132H inh	Vif-A3G inh	TrxR1 inh	12-LOX inh	TrxR1 substrate	RXFP1 ag	Vif-APOBEC3F blk	USP1-UAF1 inh
Cc1cc(Br)c(NC(=O)COC(=O)C2CC2C)c(Br)c1 (stereo not given)	3%	5%	-4%	-11%	-9%	-3%	-1.3%	0%	-15%
O=C(CN1CCOCC1)NCCNC(=O)CN1CCOCC1	-14%[56.9 µM]	9%	4%	-12%	11%	-5%	1.1%	0%	-13%
O=C(c1ccco1)N1CCN(C(=O)c2ccc(CS(=O)c3ccc(F)cc3)o2)CC1 (stereo not given)	32%	-1%	-2%	-29%	7%	-7%	-0.7%	-12%	-5%
Cc1ccc(-n2ncc(C(=O)N3CCN(c4ncccn4)CC3)c2C2CCN(C(=O)OC(C)(C)C)CC2)cc1	1%	0%	0%	13%	-19%	-2%	-5.1%	2%	-4%
CCOC(=O)C(CC)Sc1ccc2nnc(-c3ccc(F)cc3)n2n1 (stereo not given)	-13%	nt	1%	20%	nt	19%	nt	nt	nt
COc1ccc2c(c1)C(=O)C(=O)N2CCS(=O)(=O)c1ccccc1	22%	-10%	2%	7%	-10%	-10%	1.7%	4%	-15%
COCCNC(=S)N1C2CCC1CC(NC(=O)NC13CC4CC(CC(C4)C1)C3)C2 (stereo not given)	8%	4%	1%	17%	14%	6%	1.0%	1%	-18%
O=C(COc1ccccc1)N(CCc1ccccc1)c1nc(-c2ccc(F)cc2)cs1	13%	-6%	-3%	12%	-2%	2%	0.1%	-22%	-22%
CC(C)Oc1cccc(C(=O)Nc2ccc(N3CCN(C)CC3)cc2)c1	-8%	-2%	2%	9%	?	-8%	-2.5%	2%	-9%
CCn1c(CCNC(=O)c2cccs2)nnc1SCC(=O)Nc1nc(-c2ccccc2)cs1	-17%	12%	-10%	18%	-27%	2%	-0.8%	-1%	-9%
COC(=O)c1ccc(CSc2ccc3nnc(-c4ccccc4)n3n2)o1	-1%	-2%	-10%	?	nt	?	7.0%	-14%	-11%
Cn1c(=O)c2c(-c3ccccc3)n3c4ccccc4nc(-c4ccccc4)c3c2n(C)c1=O	0%	-18%	1%	10%	?	22%	?	-7%	-10%
NC(=O)CNCCC(c1ccccc1)c1ccccc1	19%[56.9 µM]	-4%	-2%	5%[57.1 µM]	4%	7%[57.1 µM]	-1.5%	3%	-22%
CCOc1ccc(CCNC(=O)CSc2cc(=O)n(C)c3ccccc23)cc1OCC	28%&-32%	0%&5%	1%&-5%	14%	?	-4%	0.7%&-0.1%	?	-28%&-20%
CC(CN1CCCCC1)OC(=O)COc1ccc(Br)cc1 (stereo not given)	18%	-6%	1%	11%	-17%	2%	-0.3%	2%	-2%
O=[N+]([O-])c1cccnc1NCCc1c[nH]c2ccccc12	2%	29%	1%	17%	0%	3%	3.7%	?	-20%
CCOC(=O)/C=C1/SCC(=O)N1CC(=O)NC12CC3CC(CC(C3)C1)C2	3%	-2%	-10%	22%	7%	3%	nt	10%	-2%
N/C(=N\O)c1ccc(N2CCN(c3ncccc3C(F)(F)F)CC2)nc1	6%	-6%	1%	10%[57.1 µM]	28%	3%[57.1 µM]	1.7%	-10%	?
CCn1c(=O)c(-c2cc(=O)[nH][nH]2)c(O)c2ccccc21	11%	15%	-6%	-12%	8%	-1%	1.5%	-3%	-7%
COc1ccc(C(=O)OCCNC(=O)c2c(Cl)nc3ccccn23)cc1	-10%	4%	1%	-6%[57.1 µM]	0%	2%[57.1 µM]	20%	-4%	-8%

An excerpt; count on the stated rates, not on these rows.
